Compound activity from PubChem.
DNA FID counter: compounds displacing fluorescent DNA intercalator, primary screen, artefact control for HCV NS3 helicase inhibitor project, biochemical, FID fluorescence | DNA fluorescent intercalator displacement | inhibition, % at 7.9 µM | 0.17% of 290,000 active | AID 1845, 2009; in the data active means inhibition above about 37%;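 further: 0% = vehicle and 100% = reference compound; higher means more ethidium bromide displaced from hairpin DNA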
M18AAP inhibitor: PfM18AAP inhibitors, malaria aminopeptidase, primary screen, biochemical, QFRET, recombinant enzyme | M18 aspartyl aminopeptidase (Plasmodium falciparum 3D7) | H-Glu-NHMec fluorogenic cleavage | inhibition, % at 7.35 µM | 1.2% of 290,000 active | AID 1822, 2009;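 active means inhibition above the campaign mean inhibition over all tested compounds plus 3 SD, cut at about 28% in these data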;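 further: 0% = plate median of test compound wells and 100% = 2 mM ZnCl2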
VIM-2 inh: VIM-2 metallo-beta-lactamase inhibitors, primary screen, biochemical, epi-absorbance readout, Pseudomonas aeruginosa enzyme | purified VIM-2, nitrocefin hydrolysis, epi-absorbance fluorescence | inhibition, % at 5.6 µM | 0.89% of 290,000 active | AID 1527, 2009;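 active means inhibition above the mean of all tested compounds plus 3 SD, cutoff set per screening run, cut at about 7.5% in these data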;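 further: red hydrolysis product quenches plate fluorescence so inhibitors raise well fluorescence; 0% = enzyme with DMSO and 100% = DMSO without enzyme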
IMP-1 inhibitor: IMP-1 metallo-beta-lactamase inhibitors, primary screen, biochemical, epi-absorbance readout, Pseudomonas aeruginosa enzyme. metallo-beta-lactamase IMP-1 (Pseudomonas aeruginosa). purified IMP-1, nitrocefin hydrolysis, epi-absorbance fluorescence. inhibition, % at 5.6 µM. 0.45% of 290,000 active;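 active means inhibition above the mean plus 3 SD of all compounds in the same screening run, cut at about 4.5% in these data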;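 further: 0% = IMP-1 with DMSO and 100% = DMSO wells lacking enzyme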
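Assay system: purified recombinant IMP-1 beta-lactamase. Input: IMP-1 0.2 nM before substrate addition. Buffer or medium: Zinc- and detergent-supplemented HEPES buffer, pH 7.1. Schedule: 25 °C, 15 min preincubation, 25 min reaction. Signal: Epi-absorbance fluorescence, 480 nm excitation, 530 nm emission. Evaluation: percent inhibition from optical density relative to buffer-blank wells.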
MEKK2 mut-MEK5: MEK5 binding signal on mutant MEKK2 PB1, primary screen, biochemical, multiplex bead flow cytometry, Alexa488-MEK5 | Alexa488-MEK5 binding to MEKK2 mutant | percent response, % at 10 µM | 0.35% of 290,000 active; in the data active means percent response above about 24%, passing the limit was not always enough; further: inactives centre near 1; some results filed as inactive read as strong as hits
MEKK2wt PB1 HTS: modulators of MEK5 binding to wildtype MEKK2, primary screen, biochemical, multiplex bead flow cytometry, Alexa488-MEK5; Mitogen-activated protein kinase kinase kinase 2 (Homo sapiens), Q9Y2U5; Alexa488-MEK5 binding to MEKK2 WT; actives lie on both sides; binding response (% of control), % at 10 µM; 1.1% of 290,000 active; AID 1531, 2009; in the data active means binding response below about 67% or above about 130%
UBC9 SUMO inh: inhibitors of in vitro SUMOylation cascade, primary screen, biochemical, HTRF, uHTS. SUMO-conjugating enzyme UBC9 (Homo sapiens), P63279. HTRF SUMOylation assay, SAE1/SAE2 + UBC9. inhibition, % at 35 µM. 0.36% of 290,000 active; in the data active means inhibition above about 50%, passing the limit was not always enough; further: strong numbers were not always called active
Target sequence (P63279 whole entry, looked up): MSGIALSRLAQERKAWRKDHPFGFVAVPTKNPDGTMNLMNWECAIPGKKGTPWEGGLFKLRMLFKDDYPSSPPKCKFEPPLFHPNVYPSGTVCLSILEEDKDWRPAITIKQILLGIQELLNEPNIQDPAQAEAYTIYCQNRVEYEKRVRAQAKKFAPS
NS3 helicase inh: inhibitors of HCV NS3 helicase, primary screen, biochemical, Cy5 molecular beacon fluorescence. 0.56% of 290,000 active. Hepatitis C virus NS3 helicase. inhibition, % at 10.9 µM. NS3 helicase DNA unwinding;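 active means inhibition above the mean of all tested compounds plus 3 SD, set per campaign, cut at about 35% in these data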;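 further: 0% = DMSO wells and 100% = thioflavine S control wells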
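System: Hepatitis C virus NS3 helicase domain fragment enzyme | Reagent: Annealed dual-labelled DNA beacon duplex, ATP-started | Compound dosing: 10.9 µM single point, 0.8% DMSO | Incubation: 1 h reaction at 25 °C, ATP-initiated | Technique: Cy5 fluorescence | Evaluation: Percent inhibition from t60/t0 fluorescence ratio | Benchmarks: Low DMSO, high thioflavine S at 110 µM | Replication: Singlicate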
NALP1 inh: NALP1 inflammasome inhibitors in reconstituted yeast, colorimetric, S. cerevisiae, triplicate retest | S. cerevisiae NALP1/ASC/caspase-1 growth, X-gal OD620, 72 h | inhibition, % at 10 µM | 0.61% of 280,000 active | AID 2071, 2009; in the data active means inhibition mostly above about 24%, no sharp cut-off; inactive means mostly below about 32%; further: some compounds called inactive have numbers as strong as hits
* = called active by the depositor; . = no result given.

Value order – DNA FID counter	M18AAP inhibitor	VIM-2 inh	IMP-1 inhibitor	MEKK2 mut-MEK5	MEKK2wt PB1 HTS	UBC9 SUMO inh	NS3 helicase inh	NALP1 inh
- COc1ccc(S(=O)(=O)N(CC(=O)NCC2CCCO2)c2ccccc2)cc1OC (centres undefined)
 : -12	2	-0.8	-1.0	2	105	14	2	10
- Cc1cc(C2C(C#N)=C(N)SC(N)=C2C#N)c(C)s1
 : 3	12	-1.8	-6.0	.	.	17	20	-1
- O=C(NCCCN=C1NS(=O)(=O)c2ccccc21)c1ccncc1
 : -2	-3	-2.4	-1.0	3	100	0	1	16
- CCOc1ccc(NC(=O)[C@@H](NC(=O)c2ccco2)C(C)C)cc1
 : -7	4	-2.9	-3.2	4	100	3	-2	9
- CS(=O)(=O)N(CC(=O)NCCSCc1cccc(Cl)c1)c1ccc2c(c1)OCO2
 : -29	-2	-0.9	-4.0	10	102	4	-13	8
- O=S(=O)(c1ccccc1Br)N1CCN(c2ncccn2)CC1
 : -19	-3	0.6	-2.1	4	106	0	13	36*
- CCN1CCc2c(sc(NC(=O)COc3ccccc3)c2C(=O)OC)C1
 : 29	10	4.6	1.8	-4	100	-9	0	28
- O=C(c1cc(-c2ccccn2)nc2c(Cl)cccc12)N1CCN(S(=O)(=O)c2ccccc2)CC1
 : -27	5	-0.3	-4.4	0	103	-36	-15	16
- O=C(C1CCCN1S(=O)(=O)c1ccc(Cl)c(Cl)c1)N1CCCCC1 (centres undefined)
 : -20	6	-1.8	-2.4	4	104	4	6	3
- Cc1ccc2cc(CN(c3cccc(C)c3C)S(=O)(=O)c3ccccc3)c(=O)[nH]c2c1
 : -36	-10	-0.6	-0.1	-7	89	3	-14	30
- CC(Oc1ccccc1F)c1ccnc2nc(/N=C/N(C)C)nn12 (centres undefined)
 : -5	-6	-0.9	0.1	-8	93	20	3	-21
- CC(C)=C(NC(=O)c1ccccc1)C(=O)NCCc1nc2ccccc2[nH]1
 : -5	3	-2.5	-4.2	0	98	.	7	-20
- CCC(=O)c1c[nH]c(C(=O)NCc2ccccc2OC)c1
 : -9	0	0.1	-3.1	13	107	12	-9	14
- O=C1C2CCCCC2C(=O)N1c1cccc(OS(=O)(=O)c2ccccc2)c1 (centres undefined)
 : -21	3	-3.6	-3.4	-2	92	-14	5	14
- Cn1c(SCC(=O)NC(=O)NCc2ccco2)nnc1C(F)(F)F
 : -2	7	-3.5	-5.0	.	.	3	-2	-14
- CCNc1nc(SCC(=O)OC)nc(N2CCOCC2)n1
 : -5	0	-1.4	-1.2	2	101	16	2	1
- O=C(CSc1nccc(=O)[nH]1)Nc1ccc(N2CCOCC2)cc1
 : -2	-6	-0.3	-3.4	-2	101	30	1	12
- CCOc1ccc(OCCOc2ncnc3ccccc23)cc1
 : -12	0	-1.0	1.6	-6	96	2	-2	0
- Nc1cccnc1Sc1cc(Cl)c(Cl)cc1Cl
 : 2	-13	-2.8	-1.6	-2	98	34	1	-8
- COc1ccc(O[C@H]2C=C[C@@H](c3ccccc3)O[C@@H]2CO/N=C/C[C@@H]2C=C[C@H](OC(C)=O)[C@@H](COC(C)=O)O2)cc1
 : -53	3	-2.2	-2.6	-4	100	-4	-19	34
- S=c1[nH]nc(-c2ccc(Cl)cc2)n1-c1cccnc1
 : -5	9	2.2	-3.6	-3	94	8	6	.
- COc1cc(C(C(=O)NCC2CCCO2)N(C(=O)Cn2nnc3ccccc32)c2ccc(C(C)=O)cc2)ccc1O (centres undefined)
 : -32	0	-3.3	-3.5	2	101	16	6	-7
- O=C(N/N=C/c1cn(-c2ccccc2)nc1-c1ccc(F)cc1)c1ccc2c(c1)OCO2
 : -3	-1	1.1	3.6	-4	97	-30	4	-15
- Cn1nnnc1NCc1c(F)cccc1Cl
 : -6	-13	-1.9	-3.5	0	101	-8	-1	-2
- COc1ccc(S(=O)(=O)NCc2csc(C)n2)cc1
 : 4	2	-1.5	-0.5	4	104	11	3	20
- COc1ccc(NC(=O)CC(CC(=O)O)c2cc(OC)c(OC)c(OC)c2)cc1 (centres undefined)
 : -7	-2	-1.2	-1.6	-15	90	9	3	1
- CCC(C)NC(=O)CSc1c2c(nc3ccccc13)CCCC2 (centres undefined)
 : -17	-2	1.2	0.5	-13	86	0	11	-10
- CC(=O)Nc1ccc(N2C(=O)c3ccc(C(=O)Nc4nnc(SCc5ccc(F)cc5)s4)cc3C2=O)cc1
 : -1	8	-3.2	-3.3	4	96	32	2	-17
- Cc1ccccc1C(=O)N1CCC(C(=O)Nc2ccc3c(c2)OCO3)CC1
 : -21	4	-3.7	-2.8	-2	98	3	-2	24
- CN1CCC(CNC(=O)Nc2ccccc2)(c2ccccc2)CC1
 : 2	-1	-2.1	-2.8	4	104	-3	-2	-49
- C=CSc1sc(Cl)c(N2CCOCC2)c1[N+](=O)[O-]
 : 0	5	-2.9	-2.8	6	103	10	4	19
- COCCCn1c(=O)/c(=C\c2ccccc2OC(F)F)s/c1=C(/C#N)C(=O)NC(C)C
 : 4	0	-1.5	1.0	-8	96	28	-16	21
- O=C(CSc1nc(C2CC2)nc2ccccc12)Nc1ccccc1
 : -21	2	-4.9	-2.5	11	107	-4	-4	13
- CC(C)C(C(=O)NCC1CCCO1)N(Cc1ccccc1)C(=O)CNS(=O)(=O)c1ccccc1 (centres undefined)
 : -32	-5	-2.0	-1.8	-5	98	6	17	17
- COc1cccc(-c2noc(CCC(=O)NCC3CCCO3)n2)c1 (centres undefined)
 : -4	-7	-1.5	-3.2	3	98	16	11	5
- O=C(COC(=O)c1ccccc1Br)Nc1cc(S(=O)(=O)N2CCOCC2)ccc1N1CCCC1
 : -17	0	-0.5	-1.2	-8	85	9	-20	6
- Cc1ccc2cc3c(NC(=O)C4CCCO4)nn(CC(C)C)c3nc2c1 (centres undefined)
 : -8	-1	-3.5	0.1	-3	94	32	-2	23
- O=C(O)CNC(=O)C12CC3CC(CC(Cl)(C3)C1)C2
 : 1	-3	0.3	-1.3	-16	58	-2	-1	15
- COc1ccc(/C=C(/NC(=O)c2cccs2)C(=O)NC(C)(C)C)cc1OC
 : -7	-6	0.0	-2.8	3	106	22	1	7
- COCCOC(=O)c1cc(C(=O)c2cc(Cl)ccc2O)coc1=N
 : -9	5	-2.4	-3.3	-5	95	11	10	7
- CCOC(=O)C(=O)Nc1ccccc1C(=O)OCC
 : -1	-14	-0.5	-1.9	0	95	22	6	-2
- CCc1nnc(NC(=O)c2sc3nc4c(cc3c2N)CCCCCC4)s1
 : -16	17	-1.5	-2.4	2	113	26	6	36
- O=S(=O)(NC1=NCCC1)c1cccc(NS(=O)(=O)c2ccc(OC(F)(F)F)cc2)c1
 : -13	1	0.3	-1.4	-2	92	-5	0	15
- Nc1ccc(O)cc1C(=O)OCC(=O)c1ccc(C2CCCCC2)cc1
 : -12	36*	-4.8	-1.6	1	100	65	59*	34
- CC1=C(C(=O)NCc2ccccc2)C(c2ccc(C)o2)n2ncnc2N1 (centres undefined)
 : -1	8	-1.9	-3.1	0	101	3	0	-4
- O=C(Nc1ccc(F)cc1)C1CCCN(S(=O)(=O)c2ccc(-n3cnnn3)cc2)C1 (centres undefined)
 : -6	-11	-2.1	-1.7	-2	97	13	-1	3
- Cc1cccc(C(=O)NCc2nnc(SCC(=O)Nc3nnc(C)s3)n2C)c1
 : -12	2	-3.0	-2.1	-6	96	2	-1	-3
- CCCC(=O)Nc1cc(Cl)ccc1C
 : 3	-7	-2.9	-3.7	-4	98	2	-2	1
- COc1ccc(OC)c(NC(=O)c2oc3c(c2C)C(O)CC(C)(C)C3)c1 (centres undefined)
 : -47	5	-1.8	0.3	-1	96	9	-3	-4
- O=C(NC1CCCCC1)C(=S)NC1CCCCC1
 : -2	-3	-1.4	-1.2	-7	89	4	0	-8
- COc1ccc(NC2c3ccccc3C(=O)N2Cc2ccc3c(c2)OCO3)cc1 (centres undefined)
 : -26	4	-3.2	-2.2	-15	92	21	-3	.
- O=C(O)c1c(-c2ccccc2)oc2ccc(O)cc12
 : -1	-1	-0.1	-1.0	15	107	18	7	-13
- CC(=O)Nc1ccc(S(=O)(=O)N2C(=O)c3cccc4cccc2c34)cc1
 : -6	-5	1.2	-0.1	7	108	31	3	.
- ON=C1c2ccccc2-c2ccccc21
 : -2	-4	-2.5	-3.0	2	99	6	3	12
- COc1cc(CNC2CCCC2)cc(OC)c1
 : 3	-4	-1.9	-2.0	1	101	15	0	.
- O=C(CN1C(=O)c2ccccc2C1=O)Oc1ccc(Cl)cc1
 : -6	8	-0.5	-2.0	3	102	-24	6	9
- CCCn1c(=O)c(C(=O)N/N=C/c2ccccc2F)c(O)c2ccccc21
 : 18	3	-2.3	-3.0	2	100	5	-6	-2
- Cc1ccnc(NC(=O)CCC(=O)N(CC(=O)NCCc2ccccc2)c2ccc(F)cc2)c1
 : -39	-1	-1.6	-0.8	-1	103	-1	-4	11
- COc1cc(NC(=O)c2ccccc2Cl)c(OC)cc1NC(=O)CN1CCOCC1
 : -11	2	-0.1	-0.5	-1	98	1	5	11
- CC(NC(=O)/C(C#N)=C/c1ccc([N+](=O)[O-])o1)c1ccccc1 (centres undefined)
 : -11	10	-1.6	-0.6	-5	93	1	14	68*
- O=C(Nc1ccc2oc(-c3ccccc3)nc2c1)c1ccco1
 : -14	0	-1.8	-3.7	0	111	3	6	75
- COc1ccc(-c2ccc(=O)n(CC(=O)NCc3ccco3)n2)cc1
 : -10	6	-1.7	-3.4	9	103	10	3	7
- CC(C)/C=C/CN1CCC(Oc2ccc(C(=O)N3CCCC3)cc2)CC1
 : 0	2	-2.2	-3.1	8	116	-5	-4	15

Part of the list above, as labelled records.
CCc1nnc(NC(=O)c2sc3nc4c(cc3c2N)CCCCCC4)s1
  DNA FID counter: -16
  M18AAP inhibitor: 17
  VIM-2 inh: -1.5
  IMP-1 inhibitor: -2.4
  MEKK2 mut-MEK5: 2
  MEKK2wt PB1 HTS: 113
  UBC9 SUMO inh: 26
  NS3 helicase inh: 6
  NALP1 inh: 36

O=S(=O)(NC1=NCCC1)c1cccc(NS(=O)(=O)c2ccc(OC(F)(F)F)cc2)c1
  DNA FID counter: -13
  M18AAP inhibitor: 1
  VIM-2 inh: 0.3
  IMP-1 inhibitor: -1.4
  MEKK2 mut-MEK5: -2
  MEKK2wt PB1 HTS: 92
  UBC9 SUMO inh: -5
  NS3 helicase inh: 0
  NALP1 inh: 15

This is a random part of the collection; overall some 4.7% were active at least once.
